CHRM5 agonist – human M5 muscarinic receptor agonists, primary screen, CHO-K1 cells, Fluo-8 calcium fluorescence; CHO-K1 hM5 cells; 0% DMSO wells, 100% maximal acetylcholine response; 0.19% of 360,000 active; activation, % at 3 µM; AID 624037, 2012;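 active means activation above the run's mean over test compounds plus 3 SD, cut at about 23% in these data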;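 further: signal is peak over basal fluorescence ratio across the kinetic read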
CHRM1 agonist – human M1 muscarinic receptor agonists, primary screen, Fluo-8 calcium fluorescence, CHO-K1 cells, HTS; Muscarinic acetylcholine receptor M1 (Homo sapiens), P11229; CHO-K1 hM1, agonist mode; 0% DMSO, 100% acetylcholine EC100; activation, % at 3 µM; 0.33% of 360,000 active;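 active means activation above the run's mean compound activation plus 3 SD, cut at about 16% in these data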;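 further: peak over basal fluorescence ratio within a 140 s kinetic read after compound addition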
Target sequence (P11229 whole entry, looked up): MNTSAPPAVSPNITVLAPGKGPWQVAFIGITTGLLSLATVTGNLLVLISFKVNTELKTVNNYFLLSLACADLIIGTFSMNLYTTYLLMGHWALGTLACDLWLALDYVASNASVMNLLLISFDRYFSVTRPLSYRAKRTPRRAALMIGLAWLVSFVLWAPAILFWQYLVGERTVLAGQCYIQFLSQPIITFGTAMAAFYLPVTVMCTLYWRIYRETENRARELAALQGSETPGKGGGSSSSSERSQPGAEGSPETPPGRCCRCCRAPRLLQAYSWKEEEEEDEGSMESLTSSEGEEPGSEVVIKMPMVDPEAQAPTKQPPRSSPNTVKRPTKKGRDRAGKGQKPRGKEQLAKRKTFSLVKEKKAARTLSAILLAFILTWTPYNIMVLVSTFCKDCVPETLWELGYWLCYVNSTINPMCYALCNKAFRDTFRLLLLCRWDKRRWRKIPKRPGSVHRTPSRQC
CHRM4 antagonist – human M4 muscarinic receptor antagonists, primary screen, CHO cells, Fluo-8 calcium fluorescence; CHO-hM4 cells, ACh EC80; inhibition, % at 3 µM; 0.73% of 360,000 active; AID 624125, 2012;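 active means inhibition above its plate's cutoff, the mean inhibition of sample wells plus 3 SD, cut at about 27% in these data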;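 further: 0% = acetylcholine EC80 with DMSO and 100% = DMSO without agonist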
M4 ag – human M4 muscarinic receptor agonists, primary screen, CHO-K1 cells, Fluo-8 calcium fluorescence | Muscarinic acetylcholine receptor M4 (Homo sapiens), P08173 | CHO-K1 hM4/Gqi5; vehicle 0%, full acetylcholine response 100% | activation, % at 3 µM | 0.14% of 360,000 active;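 active means activation above the run mean over all test wells plus 3 SD, cut at about 32% in these data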;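 further: peak over basal fluorescence ratio per well then scaled between controls; 0% = DMSO wells and 100% = acetylcholine at EC100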
CHRM1 PAM – human M1 muscarinic receptor positive allosteric modulators, primary screen, CHO-K1 cells, Fluo-8 calcium fluorescence, 1536-well; activation, % at 3 µM; 0.088% of 360,000 active; CHO-K1 hM1, ACh EC20; 0% = ACh EC20, 100% = maximal ACh; AID 588819, 2011; Muscarinic acetylcholine receptor M1 (Homo sapiens), P11229; in the data active means activation above about 19%, passing the limit was not always enough
CHRM5 PAM – human M5 muscarinic receptor positive allosteric modulators, primary screen, CHO-K1 cells, Fluo-8 calcium fluorescence; activation, % at 3 µM; CHO-K1 hM5, ACh EC20 PAM; 0% = ACh EC20, 100% = ACh EC100; 0.3% of 360,000 active; Muscarinic acetylcholine receptor M5 (Homo sapiens), P08912;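 active means activation above the run cutoff, the mean activation of all test compounds plus 3 SD, cut at about 18% in these data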
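Probe or stimulus: acetylcholine, EC20 level; Assay system: human M5 receptor in CHO-K1 cells; Schedule: compound preincubation 140 s before EC20 acetylcholine addition; Technique: intracellular calcium via Fluo-8 fluorescence; Dosing: single-point, 3 µM nominal; Read-out basis: percent activation from peak-over-basal fluorescence ratio, scaled EC20-to-EC100 acetylcholine; Repeats: one well per compound, no replicates.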
CHRM1 antagonist – human M1 muscarinic receptor antagonists, primary screen, CHO-K1 cells, Fluo-8 calcium fluorescence, 1536-well | Muscarinic acetylcholine receptor M1 (Homo sapiens), P11229 | CHO-K1 hM1, ACh EC80 antagonist | inhibition, % at 3 µM | 1.3% of 360,000 active | AID 588852, 2011;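 active means percent inhibition above its own plate's cutoff, namely the mean of that plate's compound wells plus 3 SD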;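 further: peak over basal fluorescence ratio during 140 s after agonist addition; 0% = ACh EC80 plus DMSO and 100% = DMSO alone without agonist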
TAAR1 ag – human TAAR1 agonists, primary screen, Fluo-8 calcium fluorescence, CHO RD-HGA16 cells. Trace amine-associated receptor 1 (Homo sapiens), Q96RJ0. vehicle wells 0%, saturating PEA agonist 100%. activation, % at 3 µM. 0.99% of 360,000 active. AID 624467, 2012;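 active means activation above the mean activation of all test compounds in the run plus 3 SD, cut at about 38% in these data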
Target sequence (Q96RJ0 whole entry, looked up): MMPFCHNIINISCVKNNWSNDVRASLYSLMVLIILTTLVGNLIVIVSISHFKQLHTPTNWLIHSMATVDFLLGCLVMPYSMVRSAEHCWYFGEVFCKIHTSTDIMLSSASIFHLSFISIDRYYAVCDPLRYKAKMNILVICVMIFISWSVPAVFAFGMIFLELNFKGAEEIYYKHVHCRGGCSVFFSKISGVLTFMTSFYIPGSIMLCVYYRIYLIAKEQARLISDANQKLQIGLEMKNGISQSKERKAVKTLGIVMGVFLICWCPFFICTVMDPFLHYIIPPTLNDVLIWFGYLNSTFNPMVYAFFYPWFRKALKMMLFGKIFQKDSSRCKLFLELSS
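Test system: RD-HGA16 (CHO) cells co-expressing Gα16 and hTAAR1 | Doses: Single dose, 3 µM | Schedule: 17-24 h seeding, 75 min 37 °C dye, 30 min RT | Evaluation: % activation from peak over basal fluorescence ratio, DMSO-to-PEA scaled | Technique: Kinetic Fluo-8 calcium fluorescence | Benchmarks: Low control DMSO, high control PEA (EC100)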
CHRM5 antagonist – human M5 muscarinic receptor antagonists, primary screen, CHO cells, Fluo-8 calcium fluorescence | inhibition, % at 3 µM | 0.59% of 360,000 active | CHO-hM5 cells, ACh EC80 | Muscarinic acetylcholine receptor M5 (Homo sapiens), P08912;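 active means inhibition above a per-plate cutoff, the mean of that plate's test compounds plus 3 SD, cut at about 27% in these data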;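 further: 0% = acetylcholine EC80 with DMSO and 100% = DMSO without agonist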
The depositor's hits bear a star.

canonical_smiles	CHRM5 agonist	CHRM1 agonist	CHRM4 antagonist	M4 ag	CHRM1 PAM	CHRM5 PAM	CHRM1 antagonist	TAAR1 ag	CHRM5 antagonist
Cc1ccc(C(=O)OCC(=O)Nc2cccc(S(=O)(=O)N3CCCCC3)c2)o1	6	0	-21	16	-2	-10	-1	6	3
Cc1ccccc1-n1c(SCC(=O)N2CCOCC2)nc(O)cc1=O	1	-2	-5	1	4	3	-2	0	1
COc1ccc(C(C)=O)cc1COC(=O)CNC(=O)c1ccc(Cl)cc1	1	-8	3	6	5	12	-2	1	0
O=C(Nc1ccc(Oc2ccc(NC(=O)C3CCCO3)cc2)cc1)C1CCCO1 (stereo unspecified)	-3	-4	-11	2	8	-11	-11	-2	6
CN(C(=O)c1cccc(NC(=O)Cc2ccc(NC(=O)C3CCCN(C(=O)C4CCCC4)C3)cc2)c1)C1CCCC1 (stereo unspecified)	-3	-8	-2	-1	-2	-3	-3	2	11
CN(Cc1ccccc1)S(=O)(=O)c1nnc(NC(=O)c2ccccc2)s1	-3	-2	-27	0	-2	-5	2	1	10
Cn1ccnc1Sc1nc(Nc2cccc(Cl)c2)nc(N2CCOCC2)n1	-3	-5	-1	3	7	-9	-11	9	6
COc1ccc(OC)c(-n2c(O)cnc2Nc2nc(C)cc(C)n2)c1	1	-4	5	2	-7	5	12	2	6
CN(C)CCNC(=O)c1cc2ccccc2oc1=O	-4	-8	-8	0	2	-2	-13	8	-2
O=c1cc(N2CCOCC2)cnn1-c1ccccc1	-3	-10	12	1	7	0	-5	2	1
Cc1cc(Cl)ccc1OCCCC(N)=O	-11	-2	1	0	8	9	-14	2	-1
Cc1ccc(-n2nc(-c3cccs3)cc2C(=O)NCC2CCCO2)c(C)c1 (stereo unspecified)	-11	-7	-13	1	3	6	-22	10	12
CO/N=C/NC(=O)c1cn(-c2ccc(F)cc2)c(=O)c2ccccc12	2	-1	11	2	5	-1	-4	5	5
COc1ccc(NC(=O)COC(=O)CNS(=O)(=O)c2ccc(C)cc2)c(OC)c1	1	-5	1	0	1	1	-7	-2	1
NS(=O)(=O)c1ccc(CCNC(=O)C(=O)NCC2OCCN2C(=O)c2ccc3c(c2)OCO3)cc1 (stereo unspecified)	-2	-1	1	1	14	0	-3	5	-1
CCCCC1=CC2=CC(=O)C(C)(OC(=O)CC)C(=O)C2=CN1CCCCO (stereo unspecified)	5	1	-8	1	9	-3	-11	0	4

Entries of single compounds as entered above. Order of screens: CHRM5 agonist	CHRM1 agonist	CHRM4 antagonist	M4 ag	CHRM1 PAM	CHRM5 PAM	CHRM1 antagonist	TAAR1 ag	CHRM5 antagonist
CN(C(=O)c1cccc(NC(=O)Cc2ccc(NC(=O)C3CCCN(C(=O)C4CCCC4)C3)cc2)c1)C1CCCC1 (stereo unspecified) as listed: -3	-8	-2	-1	-2	-3	-3	2	11
Cc1ccc(-n2nc(-c3cccs3)cc2C(=O)NCC2CCCO2)c(C)c1 (stereo unspecified) as listed: -11	-7	-13	1	3	6	-22	10	12

(further entries)
canonical_smiles	CHRM5 agonist	CHRM1 agonist	CHRM4 antagonist	M4 ag	CHRM1 PAM	CHRM5 PAM	CHRM1 antagonist	TAAR1 ag	CHRM5 antagonist
Cc1c(/C=N/NC(=O)c2ccccc2O)c2ccccn2c1C(=O)c1ccc(F)cc1	0	-4	-4	8	-7	-6	3	13	-7
Cc1csc(NC(=O)CN2CCCCCC2)n1	1	-3	2	0	11	-2	-31	14	1
CC#CCN1c2ccccc2[C@]23C[C@@H](C(=O)OC)N(C(=O)c4cc(C)oc4C)C2=NC(C(=O)OC)=C(C(=O)OC)[C@H]13	-11	-10	9	2	0	10	-4	3	6
CCOc1ccc(OCCSc2nnnn2C2CCCCC2)cc1	-5	-5	-1	1	-1	0	-38	6	-2
O=S(=O)(c1ccccc1Br)N(Cc1ccccc1)CC(O)COCc1ccccc1 (stereo unspecified)	1	0	-20	5	1	-4	-7	5	6
Cc1ccc(S(=O)(=O)NCCC(=O)Nc2ccc(Cl)c(Cl)c2)cc1	2	-1	5	9	-2	-5	6	12	15
CN(C)S(=O)(=O)c1cc(NC(=O)COC(=O)/C=C/c2ccco2)ccc1Cl	4	1	-3	3	18	-4	-8	1	-8
COc1cccc(/C=C2\SC(=S)N(C(C(=O)O)c3ccccc3)C2=O)c1OC (stereo unspecified)	-2	-5	5	0	6	3	-14	2	6
CSc1ccc(NC(=O)NCc2ccccc2)cc1	-7	-4	3	3	6	-3	-13	4	13
COc1ccc(C2C(C(=O)c3ccco3)=C(O)C(=O)N2Cc2cccnc2)cc1OC (stereo unspecified)	3	-3	-2	2	-8	-4	11	0	1
CCc1c(O)nc(SCC(=O)Nc2ccccc2OC)n(-c2ccccc2C)c1=O	-1	-2	-24	0	6	7	-9	2	-8
CC1CC/C(=N/Nc2ccccc2)C(=O)N1 (stereo unspecified)	2	-1	0	0	5	-2	-3	0	1
Cc1ccc(S(=O)(=O)N2[C@@H](c3cccc(Cl)c3)C(C(=O)O)=CC[C@H]2c2ccc(C(C)C)cc2)cc1	-3	-11	3	6	-3	6	3	11	-9
NC(c1csc(Nc2ccc(C(=O)c3ccccc3)cc2)n1)C1CCCCC1 (stereo unspecified)	6	0	9	19	1	4	-2	46*	-1
Cc1ccc(S(=O)(=O)N2CCN(C(=O)c3c(-c4ccccc4)noc3C)CC2)cc1C	-1	-5	-12	12	5	2	-9	0	1
Cc1cccn2c(=O)c(C=O)c(N3CCN(c4ccccc4)CC3)nc12	-2	-8	6	5	5	-3	-10	5	-5
COc1cc(=O)[nH]c(=O)n1CC(=O)c1ccccc1	1	-4	-9	1	-5	1	4	2	-5
COc1ccc(O)c(C2=Nc3ccccc3N=C(c3ccco3)C2)c1	2	1	2	0	15	3	-14	1	-10
BrC(/C=N/N1CCN(Cc2ccccc2)CC1)=C/c1ccccc1	-10	-7	5	-1	14	7	-18	1	-2
COc1ccc(NC2CCCN(C(=O)c3ccccc3-c3ncc[nH]3)C2)cc1 (stereo unspecified)	-1	-5	0	0	-3	2	10	1	-8
Cc1ccccc1NC(=O)c1ccc(OCC(=O)Nc2ccccc2F)cc1	-2	-4	2	6	2	2	3	5	2
COc1ccc(CCNc2ncccc2C#N)cc1OC	-1	-5	-2	4	9	0	-17	-1	-1
Cc1cc2c(cc1S(=O)(=O)N1CCCC1)n(C)c(=O)c(=O)n2C	1	-4	7	0	-1	-6	3	3	10
CCOC(=O)C1(C)/C(=N/Nc2ccc(Cl)cc2)C(=O)C(=O)N1c1ccccc1 (stereo unspecified)	-8	-3	-8	0	6	10	-4	-1	-7
COc1cc(C(C)=O)ccc1OCCCOc1cccc2cccnc12	7	-3	12	10	-1	-6	-7	12	10
CCOC(=O)CSc1nc(-c2ccccc2)nc2ccc(C)cc12	0	-7	1	0	0	4	-3	7	7
COc1ccc(OC)c(C2C(C(=O)c3cc4ccccc4o3)=C(O)C(=O)N2c2cc(C)on2)c1 (stereo unspecified)	1	-1	-10	-1	16	8	-21	2	-4
Cc1cc(C)nc(N/N=C/c2ccccc2OCc2cccc(Br)c2)n1	-3	-9	18	0	-14	-13	12	-2	11
Cc1ccc(OCc2nnc(SCC(=O)Nc3ncc(C)s3)o2)cc1	3	-2	-1	5	1	2	-1	16	5
CC(=O)N1c2c(ccc3ccccc23)C(C)CC12CCCCC2 (stereo unspecified)	-6	-4	-3	-3	0	-8	0	21	1
Cc1cc(Br)c(NC(=O)COC(=O)CSc2nnc(-c3ccc(Cl)cc3)o2)c(Br)c1	-1	-9	5	0	-5	0	7	1	4
C=CCOc1ccc(CNCc2cccnc2)cc1OCC	1	-2	-4	1	4	-1	-4	2	7
CC1(C)CC(=O)C2=C(C1)Nc1ncnn1C2c1cccs1 (stereo unspecified)	-1	1	-2	0	9	5	-11	4	5
COc1cccc(-c2cc(C(=O)NCC3CCCO3)on2)c1 (stereo unspecified)	-3	-3	5	1	1	1	-4	2	5
CC(C)c1ccc(NC(=O)Cn2c(=O)oc3cccnc32)cc1	-4	-5	4	0	0	0	-8	2	7
C=C(C)CSc1nncn1/N=C/c1ccc(OC)cc1	7	-2	6	2	13	1	-17	7	-8
C=CCN(CC=C)Cc1cc(=O)oc2cc(C)ccc12	-2	-10	-15	-2	8	3	-12	6	-7
CN=C(NC1CCCCC1)c1ccc(Cl)cc1	-6	-8	-3	2	-13	6	11	2	7
CC(NC(=O)COc1ccc(/C=N/NC(=O)C(=O)Nc2ccccc2Br)cc1)c1ccccc1 (stereo unspecified)	-3	4	-16	3	5	0	-6	6	7
COc1cc(OC)cc(C(=O)N2CCN(C3CCCCC3)CC2)c1	-1	-10	0	1	11	3	-15	3	-5
Cn1c(NCc2ccccc2)cc(=O)n(C)c1=O	1	-2	-2	1	0	-10	3	4	4

This is a subset. The share of hits here may be higher or lower than overall.
